PDI inh – PDI (human) enzyme inhibition; PDI insulin aggregation turbidity, A650, 90 min; inhibition, % at 10 µM; actives 0.052% (n = 350,000); AID 588391;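 active = mean inhibition across replicates of 30% or more, whatever share of single replicates reach that level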;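 also: absorbance from insulin aggregation driven by PDI reduction with DTT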
Target sequence (P07237 whole entry, looked up): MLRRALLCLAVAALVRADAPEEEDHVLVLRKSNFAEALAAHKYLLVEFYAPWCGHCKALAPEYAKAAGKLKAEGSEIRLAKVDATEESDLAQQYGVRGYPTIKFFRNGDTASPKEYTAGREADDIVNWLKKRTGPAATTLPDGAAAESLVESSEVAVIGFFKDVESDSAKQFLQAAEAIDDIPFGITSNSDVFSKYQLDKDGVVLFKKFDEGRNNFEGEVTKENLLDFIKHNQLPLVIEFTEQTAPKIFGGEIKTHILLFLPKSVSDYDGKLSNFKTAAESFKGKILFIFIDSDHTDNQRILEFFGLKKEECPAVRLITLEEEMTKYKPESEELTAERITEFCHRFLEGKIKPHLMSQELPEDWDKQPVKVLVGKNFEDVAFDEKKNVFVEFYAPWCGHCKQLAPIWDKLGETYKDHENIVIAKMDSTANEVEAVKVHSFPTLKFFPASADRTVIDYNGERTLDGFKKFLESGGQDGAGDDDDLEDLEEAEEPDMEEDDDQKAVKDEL
MC4R antag cAMP – antagonists of human melanocortin 4 receptor (MC4R); AID 540295; actives 0.48% (n = 360,000); inhibition, % at 6.5 µM; MC4R-expressing cells, MTII-stimulated cAMP, LANCE TR-FRET; P32245;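 active = inhibition above its plate's cutoff, the mean of tested wells on that plate plus 3 SD, cut at about 29% in these data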;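 also: 0% = Melanotan II alone and 100% = Melanotan II plus saturating MCL0020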
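Assay system: human MC4R-expressing U2OS cells; reagent: Melanotan II stimulation of cells; dosing: 6.5 µM single dose; timing: compound 30 min, challenge 1 h, detection 1 h; signal: TR-FRET cAMP assay; replicates: one well per compound, no replicates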
MC4R ag barr – agonists of human melanocortin 4 receptor (MC4R) beta-arrestin; actives 0.98% (n = 360,000); U2OS MC4R beta-arrestin complementation, luminescence; percent of melanotan II response, DMSO zero; activation, % at 8.9 µM; AID 540308; P32245;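 active = activation above a per-plate cutoff, the mean activation of sample wells on that plate plus 3 SD, cut at about 8% in these data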
CaV13 FRET inh – Disruptors of the CACNA1D IQ motif to Ca2+-dependent inactivation inhibitor domain association, primary screening, Förster resonance energy transfer in intact living …; HEK cells, CFP/YFP FRET ICDI-IQ, plate reader, 10 min; percent FRET-ratio fall versus neutral wells; inhibition, % at 12.3 µM; actives 0.098% (n = 340,000);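 active = mean replicate inhibition of at least 30% and at least 1% of replicates passing that level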;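 also: 0% = median of the neutral control wells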
H9c2 protect – myocardial damage modulation in H9c2 cells; H9c2 cardiomyocytes, H2O2 injury protection, ATPLite, 2 h; protection from H2O2 cell death, % at 20 µM; actives 0.63% (n = 360,000); AID 588492;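 active = compounds giving at least 50% protection of heart cells from peroxide-induced death in the single-dose screen, raw or plate-pattern-corrected value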;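 also: 0% = DMSO wells with peroxide and 100% = DMSO wells without peroxide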
N-glyco inh – blocks N-linked glycosylation in D54 reporter cells; reporter increase, % at 12.5 µM; actives 0.23% (n = 360,000); D54 ERlucT glycosylation luciferase reporter, 24 h; percent of 100 nM tunicamycin response;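 active = mean luciferase reporter signal, scaled so untreated is 0 and the glycosylation-blocking control 100, at or above a set limit in every replicate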;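 also: luciferase carries N-glycosylation sites so blocking glycosylation raises the light; 0% = median of neutral control wells and 100% = median of 100 nM tunicamycin wells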
HTR2A ag – agonists of mouse serotonin 5-HT2A receptor (HTR2A); activation, % at 7.6 µM; AID 624169; P35363; CHO-K1 mHTR2A beta-arrestin complementation, luminescence; percent of 30 µM serotonin response; actives 0.66% (n = 360,000);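 active = activation above a run cutoff, the mean activation of all tested compounds plus 3 SD, cut at about 14% in these data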;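 also: 0% = plate median of compound wells and 100% = 30 µM serotonin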
Target sequence (P35363 whole entry, looked up): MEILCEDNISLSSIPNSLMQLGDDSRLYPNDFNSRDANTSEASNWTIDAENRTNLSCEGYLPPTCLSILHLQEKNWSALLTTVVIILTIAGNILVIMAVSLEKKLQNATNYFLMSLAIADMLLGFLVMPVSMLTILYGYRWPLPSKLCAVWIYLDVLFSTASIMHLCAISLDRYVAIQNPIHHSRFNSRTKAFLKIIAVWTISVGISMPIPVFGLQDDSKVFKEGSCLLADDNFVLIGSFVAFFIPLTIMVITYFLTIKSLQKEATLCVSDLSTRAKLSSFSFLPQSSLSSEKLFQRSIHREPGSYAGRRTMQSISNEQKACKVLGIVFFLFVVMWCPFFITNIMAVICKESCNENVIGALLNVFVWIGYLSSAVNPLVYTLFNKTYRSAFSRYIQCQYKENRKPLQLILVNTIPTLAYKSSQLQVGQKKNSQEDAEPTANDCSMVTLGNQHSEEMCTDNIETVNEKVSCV
ABCB6 inh 2 – inhibitors of human ABC transporter ABCB6 | K562-ABCB6 porphyrin accumulation, flow cytometry, 1 h; hits give low values | AID 602162 | fluorescence ratio to DMSO, % at 10 µM | actives 0.19% (n = 360,000);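 active = fluorescence ratio to DMSO below 75%, the collection mean minus 3 SD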;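 also: signal is porphyrin accumulated inside mitochondria; 100% equals median channel fluorescence of DMSO control wells; lower ratio means ABCB6 inhibition with less porphyrin fluorescence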
ABHD5-PLIN5 inh – inhibitors of human ABHD5-perilipin-5 interaction. Q00G26+Q8WTS1. Split G. princeps luciferase complementation, luminescence, 4 h. inhibition, % at 4 µM. actives 0.78% (n = 360,000);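 active = inhibition above the mean inhibition across every tested compound plus 3 SD, cut at about 22% in these data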;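 also: 0% = DMSO only wells and the 100% control is not disclosed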
Granule exo inh – blocks lytic granule exocytosis | TALL-104 LAMP-1 surface exposure, flow cytometry; cells stimulated with thapsigargin and PMA | inhibition, % at 10 µM | actives 0.66% (n = 360,000);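 active = inhibition above about 55%, limit read from the data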
Numbers without * were called inactive; . = not tested or not shown.

SMILES	PDI inh	MC4R antag cAMP	MC4R ag barr	CaV13 FRET inh	H9c2 protect	N-glyco inh	HTR2A ag	ABCB6 inh 2	ABHD5-PLIN5 inh	Granule exo inh
Cc1ccc2c(C)c(C(=O)Nc3cccnc3)oc2c1C	0.3	1.5	1.3	-2.1	3.7	2.9	-3.0	96.0	3.7	-9.5
COc1ccc(C(CC(=O)O)NC(=O)C2CCCCC2)cc1 (centres undefined)	-4.3	2.9	2.0	-3.8	0.0	1.1	0.2	94.0	2.1	0.5
CN1CCN(c2ccc([N+](=O)[O-])cc2S(=O)(=O)N2CCOCC2)CC1	-1.3	6.8	1.2	-1.6	-1.7	1.0	-1.9	86.0	3.0	-1.8
O=C(c1ccc(F)cc1F)N1CCN(c2n[nH]c(=O)[nH]c2=O)CC1	-1.9	-3.4	-0.3	-2.6	-3.5	0.7	-3.8	99.0	7.1	2.4
Cc1[nH]c(=S)sc1Cc1ccc(F)cc1	-0.5	15.3	0.5	-5.5	-14.1	1.7	-0.1	100.0	-3.8	3.7
CCN1C(=O)C(CC(=O)NC)N(NC(=O)c2ccccc2)C1=S (centres undefined)	3.9	5.5	3.7	-1.8	0.5	1.9	6.4	100.0	3.6	-6.1
CCOC(=O)C(=O)Nc1sc(C(=O)N2CCOCC2)c(C)c1C#N	-4.1	-6.2	0.1	-6.5	3.0	-0.8	-2.1	96.0	-2.3	1.3
Cc1cccc(N2C(=O)CC(Sc3nnc(C)s3)C2=O)c1 (centres undefined)	5.1	0.5	-1.1	.	-41.1	2.2	-1.0	104.0	1.6	67.4*
COc1ccccc1C(=O)NCC(=O)OC(C)C(=O)NC1CCCCC1C (centres undefined)	2.0	4.3	-1.0	-5.3	2.8	-1.1	-3.6	95.0	-6.7	2.8
O=C(COC(=O)c1ccccc1)Nc1cc(Cl)ccc1Oc1ccccc1	1.1	1.3	0.8	-6.5	-7.7	-0.7	-6.6	100.0	-0.3	9.0
Cn1nc(C(=O)Nc2sccc2C(N)=O)ccc1=O	4.4	-2.0	0.6	-5.3	5.5	0.6	-1.4	101.0	7.7	2.4
O=C(/C=C/c1ccc([N+](=O)[O-])cc1)N1CCN(Cc2ccccc2)CC1	4.3	-3.9	1.0	-3.1	-1.2	-1.6	3.1	95.0	-8.0	0.4
Cc1c(C(=O)O)sc2ncn(C)c(=O)c12	-8.2	-6.1	-2.7	-4.5	-4.5	0.0	2.8	99.0	-1.1	-0.5
Cc1ccc(C(=O)C2C(=O)c3ccccc3C2=O)cc1	-9.5	-4.3	-0.3	-9.4	3.9	0.5	0.1	109.0	-15.9	-1.0
O=C(Nc1ccc(N2CCN(C(=O)c3ccco3)CC2)cc1)c1cc(Br)ccc1Cl	-1.1	-3.7	-2.0	-5.6	-0.6	6.7	-4.0	104.0	-1.5	2.3
Cc1ccc(S(=O)(=O)N2CCC(=O)N(C(COCc3cccc(C(F)(F)F)c3)Cc3ccccc3)CC2)cc1 (centres undefined)	10.1	3.2	-0.6	-9.4	-16.3	-7.0	9.9	95.0	-0.9	3.9
COc1ccc(-c2noc(-c3ccc(Br)o3)n2)cc1OC	2.6	13.2	-1.9	.	-6.0	1.5	3.5	95.0	-3.4	0.8
COc1cc(/C=N/NC(=O)c2ccc(CN(C)S(=O)(=O)c3ccc(C)cc3)cc2)ccc1O	-2.2	10.6	-0.1	-5.8	12.3	0.8	-3.3	95.0	8.9	3.6
CC(=O)Oc1ccc(-c2csnn2)cc1	21.2	-5.8	-1.1	.	9.0	2.9	-2.6	97.0	-0.3	3.6
CCOc1ccc(C(=O)Nc2ccc(NC(=S)NC(=O)CC)cc2)cc1Cl	13.6	1.0	-0.7	-2.9	9.3	3.1	1.6	84.0	-0.4	3.0
CC1(C(=O)NS(=O)(=O)c2ccccc2Cl)CCN1C(=O)CCc1ccccc1 (centres undefined)	-1.1	4.6	1.6	-3.9	-0.8	-1.7	3.5	99.0	6.3	-6.1
CCOc1ccc(NC(=O)CCNS(=O)(=O)c2cccc3nonc23)cc1	-2.6	12.7	-2.3	-2.4	7.7	1.5	-10.8	99.0	5.7	-3.8
Cc1[nH]c2ccccc2c1/C=N/NC(=S)NCc1ccccc1	-2.4	-5.2	-0.3	-4.4	-10.1	3.9	-3.6	106.0	-0.8	-4.4
N#CC(Sc1ccccn1)c1ccc(Cl)cc1Cl (centres undefined)	-5.7	-1.2	0.3	-3.4	-12.7	-1.4	-5.8	107.0	-9.8	0.4
CCc1nc2ccc(C(=O)N(C)CCN(C)C)cn2c1N(C)Cc1cc2ccccc2s1	15.1	-4.9	-1.7	-15.7	-18.9	-3.0	-4.1	93.0	9.7	35.1
CCCC(=O)OCC(=O)Nc1cc(Cl)ccc1[N+](=O)[O-]	-1.6	-2.9	-0.7	3.1	-0.8	1.0	-2.6	102.0	-1.3	-1.5
CN(CC(=O)Nc1ccc(Cl)c(C(F)(F)F)c1)C(=O)C1CC(=O)N(Cc2ccco2)C1 (centres undefined)	1.4	2.0	-3.2	-4.6	2.9	1.2	-6.3	98.0	7.0	-0.7
O=C(CSc1nnc(-c2cnccn2)n1Cc1ccco1)c1ccc2ccccc2c1	0.8	-3.2	-0.3	-5.2	-3.6	1.1	-9.1	92.0	37.0*	2.2
CCN(CC)C(c1ccc(F)cc1)c1nnnn1CC1CCCO1 (centres undefined)	12.7	-6.7	-0.6	.	17.7	1.3	-5.6	90.0	5.0	-1.6
CCOc1ccc(NC(=O)CNS(=O)(=O)c2c(C)cc(C)cc2C)cc1	2.6	-0.5	-2.6	-6.5	-3.7	-1.3	0.5	92.0	-9.1	-2.0

Single values from above.
Cc1[nH]c2ccccc2c1/C=N/NC(=S)NCc1ccccc1 @ CaV13 FRET inh = -4.4
O=C(COC(=O)c1ccccc1)Nc1cc(Cl)ccc1Oc1ccccc1 @ ABCB6 inh 2 = 100.0
CCN(CC)C(c1ccc(F)cc1)c1nnnn1CC1CCCO1 (centres undefined) @ MC4R ag barr = -0.6

More compounds follow:
SMILES	PDI inh	MC4R antag cAMP	MC4R ag barr	CaV13 FRET inh	H9c2 protect	N-glyco inh	HTR2A ag	ABCB6 inh 2	ABHD5-PLIN5 inh	Granule exo inh
COc1ccc(Br)cc1C1=CC(=O)C[C@H](c2ccc(F)cc2)C1	-5.8	11.7	1.3	-5.7	-8.0	-2.9	-4.5	96.0	-3.2	-0.9
Cc1cc(C)cc(NC(=O)c2cccn2-c2ncc(C(F)(F)F)cc2Cl)c1	12.1	2.3	5.0	-3.8	-4.0	-1.0	6.8	112.0	-9.8	-1.0
O=C(C1CCC(=O)N(C2CC2)C1)N1CCN(c2ccc(Cl)cc2)CC1 (centres undefined)	-1.4	-3.0	-2.8	-7.5	-6.6	0.2	12.7	102.0	1.7	-0.7
S=c1[nH]nc2c3c4c(sc3ncn12)CCCC4	10.8	2.1	-2.0	.	14.6	-0.6	0.1	101.0	-27.3	7.5
C[C@H](CO)N1C[C@H](C)[C@@H](CN(C)C(=O)NC2CCCCC2)Oc2c(NC(=O)Nc3ccc4c(c3)OCO4)cccc2C1=O	0.3	1.0	-1.7	-5.8	18.5	1.1	0.0	94.0	7.8	-0.5
O=C(c1ccc(N2CCCC2)c([N+](=O)[O-])c1)N1CCN(S(=O)(=O)c2ccccc2)CC1	0.0	10.2	-4.8	-5.2	-6.5	0.0	0.8	98.0	3.8	0.9
CC(=O)N1CCN(C(=O)Cn2c(=O)oc3ccccc32)CC1	1.4	20.3	0.3	.	10.2	1.4	-1.5	102.0	-2.2	-2.8
O=C(COC(=O)C1CC1)NCc1ccccc1Cl	-6.6	-1.9	-0.9	-4.9	5.2	2.8	2.1	97.0	-2.7	0.8
CN(c1ccccc1)S(=O)(=O)c1ccc(C(=O)Nc2cccc(S(=O)(=O)N3CCOCC3)c2)cc1	-6.9	10.4	-1.7	-2.4	-20.8	-7.4	6.5	96.0	-11.5	0.0
Cc1ccc(S(=O)(=O)N2CCOCC2)cc1C(=O)NC1CCCCC1	-5.7	-1.4	1.1	-5.3	9.2	0.1	4.9	101.0	7.3	2.3
CCN(CC)S(=O)(=O)c1ccc(NC(=O)Cn2c(=O)oc3ccccc32)cc1	-0.1	12.8	-2.0	-4.9	-2.1	0.5	-1.2	91.0	-4.9	-1.0
C[C@H]1CN([C@@H](C)CO)C(=O)CCCn2nncc2CO[C@@H]1CN(C)S(=O)(=O)c1ccc(Oc2ccccc2)nc1	-2.6	5.2	-0.4	-6.5	-1.4	-0.2	6.0	97.0	10.1	3.2
COc1cccc(/C=C/C(=O)OCC(=O)Nc2ccc3c(c2)OCCO3)c1	3.3	7.2	-0.9	-10.0	1.7	4.4	12.1	98.0	9.9	-3.6
COc1ccc2ccccc2c1/C=N/NC(=O)c1ccccc1F	-2.2	-0.8	-1.2	-2.0	3.2	-0.3	-4.0	98.0	2.6	-16.7
CCCn1c(NCc2ccc(C)o2)nc2ccccc21	-3.6	-7.4	-0.6	-9.3	3.9	-3.3	-2.4	101.0	-0.6	-0.7
COc1ccc(NC(=O)CSc2nnc(-c3ccccc3)n2N)cc1	-4.0	3.8	-0.8	.	0.5	2.0	1.6	88.0	6.7	1.4
CCSC1=N/C(=C\c2ccc(C)s2)C(=O)S1	1.9	-1.9	1.0	-3.8	-2.8	3.6	-2.8	113.0	-4.0	-1.6
CCN(CC)C(=O)COc1ccc2c(-c3ccccc3)cc(=O)oc2c1	4.6	6.2	0.0	-5.7	-5.0	-4.6	2.2	98.0	4.9	-9.3
CC1CCN(CCCNC(=O)c2nn(C)c3c2CS(=O)(=O)c2ccccc2-3)CC1	6.5	-0.6	-2.4	-3.3	1.8	-2.6	-4.2	99.0	-4.1	1.9
COc1ccc(CCNC(=O)COc2ccc3c(C)cc(=O)oc3c2)cc1OC	-8.8	-2.3	-0.6	-4.3	6.8	2.5	5.0	107.0	-8.4	2.6
O=C(NCCc1ccc(F)cc1)Nc1ccccc1	5.5	12.4	0.4	5.7	5.2	-0.7	-3.0	100.0	0.1	-2.9
O=C(CSc1ccc(Cl)cc1)Nc1cccc(-c2nnc(-c3ccco3)o2)c1	4.9	8.1	4.1	.	-7.4	-0.6	-1.1	95.0	0.1	-2.9
C/C(=N\OC(=O)Nc1ccc(Cl)cc1)c1ccc(F)c(F)c1	-2.2	7.0	1.9	-5.5	-4.9	0.1	-9.0	101.0	-1.9	8.1
O=C1CCN(S(=O)(=O)c2ccc(Cl)cc2)CCN1	7.3	19.1	0.3	-5.1	9.0	1.0	0.4	100.0	-2.5	-1.5
COc1ccc(-c2nc(C)ncc2N=Nc2ccccc2)cc1	-1.2	10.0	-1.1	-4.7	11.7	-1.0	1.5	100.0	1.6	-0.4
O=C1NC(=O)C2(COC(c3cccnc3)OC2)S1 (centres undefined)	3.3	-1.5	-2.8	-16.5	3.5	2.4	-1.3	101.0	5.7	0.0

Assay outcomes deposited in PubChem by several laboratories.
